BAZ2B block: inhibitors of human BAZ2B bromodomain. Q9UIF8. AlphaScreen BAZ2B-H3K14Ac peptide displacement. Potency, µM (doses to about 114 µM), inactives show at the highest dose activity change, negative = inhibition, most hits filed as inhibitors. actives 4.4% (n = 360,000). AID 504333; note: % is set by controls: 0 for no effect and ±100 for the full control effect; nearly all actives have a fitted effect of over 60% in size
Target sequence (Q9UIF8 whole entry, looked up): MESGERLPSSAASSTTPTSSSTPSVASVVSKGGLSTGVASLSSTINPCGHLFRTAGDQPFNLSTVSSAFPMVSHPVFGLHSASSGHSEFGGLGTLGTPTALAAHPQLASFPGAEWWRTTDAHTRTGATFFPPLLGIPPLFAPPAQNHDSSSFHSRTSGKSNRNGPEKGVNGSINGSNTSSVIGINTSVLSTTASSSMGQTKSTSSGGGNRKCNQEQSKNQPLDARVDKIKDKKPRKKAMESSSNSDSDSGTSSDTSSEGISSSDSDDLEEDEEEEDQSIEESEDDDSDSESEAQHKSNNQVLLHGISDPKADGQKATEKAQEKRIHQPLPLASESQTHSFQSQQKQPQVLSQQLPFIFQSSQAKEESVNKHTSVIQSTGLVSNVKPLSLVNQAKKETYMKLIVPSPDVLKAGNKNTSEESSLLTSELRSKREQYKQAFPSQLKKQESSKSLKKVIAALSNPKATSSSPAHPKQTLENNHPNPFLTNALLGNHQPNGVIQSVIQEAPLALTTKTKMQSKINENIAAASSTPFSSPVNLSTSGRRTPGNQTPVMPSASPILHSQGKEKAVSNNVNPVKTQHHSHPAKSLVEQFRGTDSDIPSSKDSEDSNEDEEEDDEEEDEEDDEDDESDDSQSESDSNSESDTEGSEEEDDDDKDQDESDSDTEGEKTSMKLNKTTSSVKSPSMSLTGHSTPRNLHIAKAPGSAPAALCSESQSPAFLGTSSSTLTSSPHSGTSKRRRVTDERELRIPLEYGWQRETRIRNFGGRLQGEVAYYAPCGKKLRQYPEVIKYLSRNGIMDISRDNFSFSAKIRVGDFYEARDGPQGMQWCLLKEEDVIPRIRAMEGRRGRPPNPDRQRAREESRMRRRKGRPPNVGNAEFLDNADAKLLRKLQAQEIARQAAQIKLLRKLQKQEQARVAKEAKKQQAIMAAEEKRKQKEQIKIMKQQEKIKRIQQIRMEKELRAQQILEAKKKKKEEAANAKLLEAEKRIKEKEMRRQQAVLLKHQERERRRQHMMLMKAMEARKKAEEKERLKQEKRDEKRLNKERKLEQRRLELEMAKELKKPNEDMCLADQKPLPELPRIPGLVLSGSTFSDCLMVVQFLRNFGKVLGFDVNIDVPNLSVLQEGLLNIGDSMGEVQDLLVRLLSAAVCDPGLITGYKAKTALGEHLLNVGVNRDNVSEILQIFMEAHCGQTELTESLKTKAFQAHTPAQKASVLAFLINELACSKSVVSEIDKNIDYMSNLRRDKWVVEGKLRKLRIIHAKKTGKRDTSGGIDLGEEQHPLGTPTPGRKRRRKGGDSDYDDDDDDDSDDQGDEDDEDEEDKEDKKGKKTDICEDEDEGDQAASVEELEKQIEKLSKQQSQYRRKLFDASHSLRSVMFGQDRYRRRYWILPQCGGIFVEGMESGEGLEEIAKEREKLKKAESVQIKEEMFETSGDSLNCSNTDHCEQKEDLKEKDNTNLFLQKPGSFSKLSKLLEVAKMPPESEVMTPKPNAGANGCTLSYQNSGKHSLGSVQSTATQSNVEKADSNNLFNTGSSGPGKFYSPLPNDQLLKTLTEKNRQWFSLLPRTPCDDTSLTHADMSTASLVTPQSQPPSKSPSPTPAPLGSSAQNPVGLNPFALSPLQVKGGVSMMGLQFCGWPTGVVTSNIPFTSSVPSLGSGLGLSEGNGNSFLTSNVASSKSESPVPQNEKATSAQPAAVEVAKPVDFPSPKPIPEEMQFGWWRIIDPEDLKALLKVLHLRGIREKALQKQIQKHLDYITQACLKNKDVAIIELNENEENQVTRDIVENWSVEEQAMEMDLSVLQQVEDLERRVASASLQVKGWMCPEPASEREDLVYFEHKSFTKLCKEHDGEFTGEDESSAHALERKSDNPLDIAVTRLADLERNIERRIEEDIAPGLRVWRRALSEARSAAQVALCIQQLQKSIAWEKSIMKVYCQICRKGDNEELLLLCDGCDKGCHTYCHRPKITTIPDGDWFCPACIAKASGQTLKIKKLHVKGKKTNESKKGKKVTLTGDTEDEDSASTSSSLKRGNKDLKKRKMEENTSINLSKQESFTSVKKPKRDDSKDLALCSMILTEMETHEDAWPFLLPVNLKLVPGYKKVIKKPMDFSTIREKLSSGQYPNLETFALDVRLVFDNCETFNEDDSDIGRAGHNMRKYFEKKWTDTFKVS
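In this displacement format the biotinylated H3(5-23) peptide acetylated at Lys14 serves as ligand at 50 nM, with BAZ2B at 50 nM in PBS pH 7.4 containing 0.01% Tween-20. Donor and acceptor beads are 10 ug/mL final.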
G9a inh: blocks human histone lysine methyltransferase G9a; Potency, µM (series often up to 102 µM), inactives show at the highest dose activity, negative = inhibition, usual class: inhibitors; G9a H3K9 monomethylation, AlphaScreen, 2 h; Q96KQ7; actives 8.8% (n = 350,000); note: % is set by controls: 0 for no effect and ±100 for the full control effect; nearly all actives have a fitted effect of over 75% in size
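G9a (20 nM) was preincubated 15 min with compound, then reacted 2 h at room temperature with 500 nM biotin-H3K9 peptide and 20 µM SAM. Monomethyl-H3K9 detected by AlphaScreen using anti-H3K9me1 antibody.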
HP1b chromo inh: blocks HP1-beta chromodomain binding to methylated histone tails; P83916; AlphaScreen HP1-beta / biotin-H3K9me3 peptide binding; Potency, µM (highest dose often 114 µM), without a hit: at the top dose activity change, negative = inhibition, hits mostly inhibitors; actives 0.56% (n = 390,000); AID 540317; note: nearly all actives have a fitted effect of over 70% in size; inactives centre near 23
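HP1-beta protein (50 nM final) preincubated 30 min at room temperature with biotinylated H3(1-18)K9me3 peptide (50 nM) in PBS pH 7.4, 0.01% Tween-20, then compound added for 30 min. AlphaScreen streptavidin donor/nickel chelate acceptor beads (10 ug/mL final), 30 min dark, luminescence read.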
BLM inh: inhibitors of human Bloom syndrome helicase BLM; P54132; recombinant BLM DNA unwinding, fluorescence dequenching; Potency, µM (top dose mostly 56.1 µM), for inactives: at the highest dose activity change, negative = inhibition, actives largely listed as inhibitors; actives 0.2% (n = 350,000);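 note: plate controls were vehicle for no effect and no enzyme for full effect; nearly all actives have a fitted effect of over 35% in size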
PGK inhibitor: T. brucei PGK inhibition. P07378. PGK/GAPDH coupled, Kinase-Glo luminescence, 60 min. Potency, µM (series often up to 57.5 µM), for the others: at the highest dose activity change, negative = inhibition, hits mostly inhibitors. actives 0.043% (n = 380,000). AID 602233; note: % is set by controls: 0 for no effect and ±100 for the full control effect; nearly all actives have a fitted effect of over 60% in size
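Recombinant glycosomal PGK reaction used 1,3-bisphosphoglycerate generated in-well by GAPDH (100nM final) in 100mM TEA pH 7.6, 5mM MgCl2, 0.01% Tween-20. After 60 minutes at room temperature, ATP was read by Kinase-Glo Plus luminescence end-point.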
JMJD2A Tudor inh: blocks the human JMJD2A Tudor domain. O75164. AlphaScreen JMJD2A-Tudor / H3K4me3 peptide binding. Potency, µM (highest dose often 114 µM), for the others: top-dose activity change, negative = inhibition, hits mostly inhibitors. actives 4.4% (n = 390,000). AID 504339; note: % is set by controls: 0 for no effect and ±100 for the full control effect; nearly all actives have a fitted effect of over 50% in size
GLS inhibitor: inhibitors of human glutaminase (GLS); O94925; GLS enzymatic activity, qHTS titration; Potency, µM (doses to about 45.5 µM), inactives show at the top dose activity change, negative = inhibition, usual class: inhibitors; actives 0.21% (n = 410,000); AID 624170; note: % is set by controls: 0 for no effect and ±100 for the full control effect
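hKGA in 45 mM KH2PO4 (pH 8.2), 0.02% Tween-20 with compound, then 1mM L-Glutamine (stock as added) plus glutamate oxidase/HRP/Amplex red coupling mix. Fluorescence read initially and after 30 min at RT; signal change reflects glutamate formation.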
Pin1 inh: blocks the human prolyl isomerase Pin1. Q13526. Pin1 FP peptide displacement, HiFluor488, 10 min. Potency, µM (highest dose often 115 µM), without a hit: top-dose activity, negative = inhibition, hits mostly inhibitors. actives 0.009% (n = 390,000). AID 504891; active = well fitted inhibition curve with a large enough effect in the polarisation, with a control signal flat, not every such curve was filed as active; inconclusive = small, poorly fitted or top-dose-only effect, or effect the other way, or a change in a side signal; inactive = no such curve, though single readings can be large or run the other way; the % refers to the polarisation; note: % is set by controls: 0 for no effect and ±100 for the full control effect
Pol iota inh: inhibitors of human DNA polymerase iota; AID 588590; actives 1% (n = 390,000); Potency, µM (top dose mostly 115 µM), for the others: top-dose activity, negative = inhibition, actives largely listed as inhibitors; Q9UNA4; Pol iota fluorescent replication assay, 10 min
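Pol iota at 10 nM preincubated 15 min with compounds at room temperature; reaction started with fluorescent substrate, 50 nM final. Fluorescence read kinetically at 0 and 10 min; buffer-only wells as negative control.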
An asterisk follows results filed as active; [ ] = another dose, or the depositor's remark. Unless noted, calls come from the whole dose curve; as a rule, active = well fitted curve in the direction sought with a large enough effect; inconclusive = small, poorly fitted or top-dose-only effect, or another doubt; inactive = no such curve, though single readings can be large; an effect the other way counts as inactive or inconclusive. Potency is the fitted concentration of half-maximal effect.

A first look, 3 compounds:
How did N/C(=N\OC(=O)COc1ccc2ccccc2c1)c1cccnc1 do in these assays?
BAZ2B block: -3%; G9a inh: -5%[59 µM]; HP1b chromo inh: 108%[activator]; BLM inh: 2%; PGK inhibitor: 3%; JMJD2A Tudor inh: 34%; GLS inhibitor: 0%; Pin1 inh: -4%; Pol iota inh: 4%

Results for COc1ccc2c(c1)CCc1cnoc1-2 ?
HP1b chromo inh: 49%[activator]; PGK inhibitor: -6%; JMJD2A Tudor inh: 10%; GLS inhibitor: 3%; Pin1 inh: 0%; Pol iota inh: 53%[activator]

Results for CCn1nc(C(=O)Nc2ccccc2N2CCCC2)c2ccccc2c1=O ?
BAZ2B block: 40µM*; G9a inh: 25µM*; HP1b chromo inh: inconclusive; PGK inhibitor: inactive; JMJD2A Tudor inh: 35µM*; GLS inhibitor: 12%; Pin1 inh: -9%; Pol iota inh: 45%[activator]

Main list, from the first entry:
How did N/C(=N\OC(=O)COc1ccc2ccccc2c1)c1cccnc1 do in these assays?
BAZ2B block: -3%; G9a inh: -5%[59 µM]; HP1b chromo inh: 108%[activator]; BLM inh: 2%; PGK inhibitor: 3%; JMJD2A Tudor inh: 34%; GLS inhibitor: 0%; Pin1 inh: -4%; Pol iota inh: 4%

Results for COc1ccc2c(c1)CCc1cnoc1-2 ?
HP1b chromo inh: 49%[activator]; PGK inhibitor: -6%; JMJD2A Tudor inh: 10%; GLS inhibitor: 3%; Pin1 inh: 0%; Pol iota inh: 53%[activator]

Results for CCn1nc(C(=O)Nc2ccccc2N2CCCC2)c2ccccc2c1=O ?
BAZ2B block: 40µM*; G9a inh: 25µM*; HP1b chromo inh: inconclusive; PGK inhibitor: inactive; JMJD2A Tudor inh: 35µM*; GLS inhibitor: 12%; Pin1 inh: -9%; Pol iota inh: 45%[activator]

What do the screens show for `Cc1ccccc1Nc1c([N+](=O)[O-])ccc2nonc12`?
BAZ2B block: inconclusive; G9a inh: 2%; HP1b chromo inh: -5%; BLM inh: -3%; PGK inhibitor: 2%; JMJD2A Tudor inh: -24%; GLS inhibitor: 6%; Pin1 inh: 0%; Pol iota inh: -18%

Results for CC(C)(C)C(=O)Nc1cccc(-c2ncon2)c1 ?
BAZ2B block: 2%; G9a inh: -6%; HP1b chromo inh: 39%; BLM inh: -1%; PGK inhibitor: -2%; JMJD2A Tudor inh: -20%; GLS inhibitor: -15%; Pin1 inh: 2%; Pol iota inh: -18%

Results for Cc1ccc2c(c1)C(c1ccccc1)N(C(=O)c1c(F)cccc1Cl)CC(=O)N2 (stereo unspecified) ?
BAZ2B block: -20%; G9a inh: -5%; HP1b chromo inh: 13%; BLM inh: -4%; PGK inhibitor: 2%; JMJD2A Tudor inh: -18%; GLS inhibitor: -1%; Pin1 inh: 4%; Pol iota inh: -22%

How did COc1cc(C)nn1-c1ccc(Cl)cc1 do in these assays?
BAZ2B block: 16%; G9a inh: 25%; HP1b chromo inh: 64%[activator]; BLM inh: 2%; PGK inhibitor: -3%; JMJD2A Tudor inh: 17%; GLS inhibitor: -16%; Pin1 inh: 5%; Pol iota inh: 174%[activator]

Results for COC(=O)c1sccc1NC(=O)c1ccc(OC)c(OC)c1 ?
BAZ2B block: -19%; G9a inh: 1%[59 µM]; HP1b chromo inh: 42%[activator]; BLM inh: -4%; PGK inhibitor: 2%; JMJD2A Tudor inh: -4%; GLS inhibitor: -17%; Pin1 inh: 9%; Pol iota inh: 9%

How did Nc1nc2ccccc2cc1-c1cccs1 do in these assays?
BAZ2B block: 8%; G9a inh: 59%[activator]; HP1b chromo inh: 52%[activator]; BLM inh: -1%; PGK inhibitor: inactive; JMJD2A Tudor inh: 17%; GLS inhibitor: 0%; Pin1 inh: 3%; Pol iota inh: 18%

What do the screens show for `Cc1ccc(CN2CCN(/N=C/c3ccc(Cl)c([N+](=O)[O-])c3)CC2)cc1`?
BAZ2B block: 14µM*; G9a inh: 14µM*; HP1b chromo inh: inconclusive; BLM inh: -4%; PGK inhibitor: -11%; JMJD2A Tudor inh: 45µM*; GLS inhibitor: 0%; Pin1 inh: 0%; Pol iota inh: 29%

How did O=C(COc1ccc2c(C(F)(F)F)cc(=O)oc2c1)Nc1ccc(N2CCOCC2)cc1 do in these assays?
BAZ2B block: 5%; G9a inh: -15%; HP1b chromo inh: -4%; BLM inh: -2%; PGK inhibitor: -8%; JMJD2A Tudor inh: -28%; GLS inhibitor: 9%; Pin1 inh: 11%; Pol iota inh: 1%

How did CC(=O)Nc1ccc(NC(=O)C(C)OC(=O)CCC2CCCCC2)cc1 (stereo unspecified) do in these assays?
BAZ2B block: -19%; G9a inh: 17%; HP1b chromo inh: 36%; BLM inh: -5%; PGK inhibitor: -12%; JMJD2A Tudor inh: -9%; GLS inhibitor: -10%; Pin1 inh: -2%; Pol iota inh: 23%

Results for N#CC1(NC(=O)COC(=O)c2cc([N+](=O)[O-])ccc2N2CCOCC2)CCCCC1 ?
BAZ2B block: 4%; G9a inh: -38%; HP1b chromo inh: 12%; PGK inhibitor: 4%; JMJD2A Tudor inh: -8%; GLS inhibitor: -2%; Pin1 inh: -5%; Pol iota inh: 25%

Results for N=c1c(S(=O)(=O)c2ccccc2)cc2c(=O)n3ccccc3nc2n1C1CCCC1 ?
BAZ2B block: 0%; G9a inh: 0%; HP1b chromo inh: 11%; BLM inh: -4%; PGK inhibitor: 10%; JMJD2A Tudor inh: -2%; GLS inhibitor: 3%; Pin1 inh: 8%; Pol iota inh: 1%

Results for O=C(CN(Cc1cccs1)C(=O)CN1C(=O)COc2ccccc21)NCc1ccco1 ?
BAZ2B block: -32%; G9a inh: inconclusive; HP1b chromo inh: 25%; BLM inh: -3%; PGK inhibitor: -1%; JMJD2A Tudor inh: -11%; GLS inhibitor: -1%; Pin1 inh: 3%; Pol iota inh: -7%

How did O=C(COC(=O)C1CCN(c2ccc(C(F)(F)F)cn2)CC1)NCc1ccc(Cl)cc1Cl do in these assays?
BAZ2B block: 5%; G9a inh: -1%; HP1b chromo inh: 26%; PGK inhibitor: -9%; JMJD2A Tudor inh: -3%; GLS inhibitor: 2%; Pin1 inh: 21%; Pol iota inh: 6%

How did CCc1[nH]c(C(=O)O)c(C)c1C(=O)OC do in these assays?
BAZ2B block: -13%; HP1b chromo inh: 4%; BLM inh: -6%; PGK inhibitor: -2%; JMJD2A Tudor inh: -13%; GLS inhibitor: 2%; Pin1 inh: -15%; Pol iota inh: -1%

Results for CCCCN(CC)CCNC(=O)c1c(C)oc2ncnc(N3CCOCC3)c12 ?
BAZ2B block: 9%[57.1 µM]; G9a inh: -2%[59 µM]; HP1b chromo inh: 15%; BLM inh: 2%; PGK inhibitor: -3%; JMJD2A Tudor inh: -11%; GLS inhibitor: 0%; Pin1 inh: 0%; Pol iota inh: -12%

How did CC(C)c1ccc(C2NC(=S)NC3=C2C(=O)CCC3)cc1 (stereo unspecified) do in these assays?
BAZ2B block: 2%; G9a inh: 13%; HP1b chromo inh: 17%; BLM inh: -5%; PGK inhibitor: -6%; JMJD2A Tudor inh: 4%; GLS inhibitor: -1%; Pin1 inh: 1%; Pol iota inh: 15%

What do the screens show for `COc1ccccc1NC(=O)Nc1nc(CC(=O)Nc2ccc(F)cc2)cs1`?
BAZ2B block: -9%; G9a inh: -33%; HP1b chromo inh: 26%; PGK inhibitor: 4%; JMJD2A Tudor inh: -1%; GLS inhibitor: 6%; Pin1 inh: 2%; Pol iota inh: -11%

Results for COCCN(Cc1cc2cc3c(cc2n2nnnc12)OCO3)C(=O)c1ccccc1F ?
BAZ2B block: -2%; G9a inh: -39%; HP1b chromo inh: 12%; BLM inh: -2%; PGK inhibitor: -8%; JMJD2A Tudor inh: -11%; GLS inhibitor: 3%; Pin1 inh: -1%; Pol iota inh: 3%

What do the screens show for `O=C(Nc1nc(-c2ccc(Cl)cc2)cs1)c1cccnc1`?
BAZ2B block: -8%; G9a inh: 40µM*; HP1b chromo inh: inconclusive; BLM inh: -3%; PGK inhibitor: -9%; JMJD2A Tudor inh: -22%[11.4 µM]; GLS inhibitor: -6%; Pin1 inh: 2%; Pol iota inh: inconclusive

Results for CCCn1c2ccccc2c2cn[nH]c(=O)c21 ?
BAZ2B block: -2%; G9a inh: 4%; HP1b chromo inh: -5%; BLM inh: 0%; PGK inhibitor: inactive; JMJD2A Tudor inh: -11%; GLS inhibitor: -11%; Pin1 inh: -3%; Pol iota inh: 108%[activator]

How did CC(NC(=O)COC(=O)CCC(=O)c1ccc(F)cc1)c1ccccc1 (stereo unspecified) do in these assays?
HP1b chromo inh: 32%; PGK inhibitor: -1%; JMJD2A Tudor inh: 1%; GLS inhibitor: -2%; Pin1 inh: -7%; Pol iota inh: -6%

How did CCC(Sc1ncccn1)C(=O)Nc1cc(C)on1 (stereo unspecified) do in these assays?
BAZ2B block: -1%; G9a inh: 12%[59 µM]; HP1b chromo inh: 58%[activator]; BLM inh: 1%; PGK inhibitor: 16%; JMJD2A Tudor inh: -4%; GLS inhibitor: 0%; Pin1 inh: 0%; Pol iota inh: 10%

What do the screens show for `O=C(CSc1ccccc1)Nc1ccccc1C(=O)N1CCCC1`?
BAZ2B block: -10%; G9a inh: 13%; HP1b chromo inh: 11%; BLM inh: -3%; JMJD2A Tudor inh: -9%; GLS inhibitor: 13%; Pin1 inh: 0%; Pol iota inh: 2%

How did O=C(CC(NCCN1CCOCC1)C(=O)O)Nc1cccc(Cl)c1 (stereo unspecified) do in these assays?
HP1b chromo inh: 45%[activator]; PGK inhibitor: 6%; JMJD2A Tudor inh: -15%; GLS inhibitor: 65%; Pin1 inh: 1%; Pol iota inh: 19%

Bioassay records: PubChem BioAssay, National Center for Advancing Translational Sciences (NCATS)

A portion of the library; rates above refer to the full screens.
